Compound activity (PubChem)
sEH act = soluble epoxide hydrolase (human) activation; purified human sEH enzymatic activity, activator screen; activation, % at 2 µM; AID 717; actives 0.04% (n = 91,000); in the data active = activation above about 37%; also: values of inactives mirror those of a sister screen read the other way
Target sequence (P34913 whole entry, looked up): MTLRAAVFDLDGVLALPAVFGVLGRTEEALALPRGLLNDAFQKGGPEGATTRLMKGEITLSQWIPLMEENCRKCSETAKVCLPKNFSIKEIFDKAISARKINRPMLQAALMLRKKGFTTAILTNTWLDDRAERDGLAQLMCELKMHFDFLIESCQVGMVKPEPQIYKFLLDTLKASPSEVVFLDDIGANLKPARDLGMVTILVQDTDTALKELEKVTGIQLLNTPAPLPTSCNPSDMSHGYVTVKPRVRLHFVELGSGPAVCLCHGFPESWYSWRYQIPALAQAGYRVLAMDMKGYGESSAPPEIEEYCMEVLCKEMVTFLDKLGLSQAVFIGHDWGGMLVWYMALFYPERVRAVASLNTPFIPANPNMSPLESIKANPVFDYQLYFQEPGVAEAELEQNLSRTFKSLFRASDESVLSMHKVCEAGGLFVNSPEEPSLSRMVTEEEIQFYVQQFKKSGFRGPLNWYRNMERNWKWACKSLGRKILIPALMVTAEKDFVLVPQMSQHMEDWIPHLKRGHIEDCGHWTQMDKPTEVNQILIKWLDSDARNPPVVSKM
sEH inhibitor = soluble epoxide hydrolase (human) inhibition; AID 707; P34913; inhibition, % at 2 µM; actives 0.34% (n = 91,000); recombinant human sEH enzymatic activity assay; in the data active = inhibition above about 80%; also: values of inactives mirror those of a sister screen read the other way; many of its hits are not listed in these tables
MT1-MMP txn act = MT1-MMP promoter transcription activation | HT1080 MT1-MMP promoter luciferase reporter, luminescence, overnight; active compounds read high | activation factor at 10 µM | actives 0.16% (n = 86,000);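 active = activation factor of at least 2 for MT1-MMP transcription at 10 µM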
* hit, by the source's call. An excerpt; rates above refer to the full screens.

Screening Cc1cc(N2C(=O)C3CC=CCC3C2=O)cc(C)c1Br (stereo not given) returned sEH act -1, sEH inhibitor -1 and MT1-MMP txn act 1.1.
CNC(=O)c1cc2c(s1)CCCCCC2 was read as sEH act -4, sEH inhibitor 4 and MT1-MMP txn act 1.
c1ccc(-c2nc3cnccn3c2Nc2ccc3c(c2)OCCO3)cc1 was read as sEH act 14, sEH inhibitor -11 and MT1-MMP txn act 1.1.
CC1(C)Cc2c(C#N)c(N3CCN(C(=O)c4ccco4)CC3)nc(-c3ccco3)c2CS1 was read as sEH act 18, sEH inhibitor -18 and MT1-MMP txn act 1.1.
`Nc1ccccc1C#Cc1ccccc1` gave sEH act 8, sEH inhibitor -9 and MT1-MMP txn act 1.1.
For CC1=C(C(=O)N2CCN(C(=O)c3ccco3)CC2)C2(CCC(C)CC2)OC1=O (stereo not given) the results were sEH act 1, sEH inhibitor -1 and MT1-MMP txn act 1.1.
COc1cc(C(=O)N2CCN(c3cccc(C)c3C)CC2)cc(OC)c1OC was read as sEH act 1, sEH inhibitor -1 and MT1-MMP txn act 0.4.
For COc1cc(C(c2sc3nc(C)nn3c2O)N2CCOCC2)cc(OC)c1OC (stereo not given) the results were sEH act -1, sEH inhibitor 0 and MT1-MMP txn act 1.
`CCOC(=O)N1CCN(C(=O)c2ccc3nc(SCc4ccc(F)cc4)n(C)c3c2)CC1` gave sEH act 12, sEH inhibitor -13 and MT1-MMP txn act 1.
COc1ccc(CCNC(=O)Cn2cnc3c2c(=O)n(C)c(=O)n3C)cc1OC was read as sEH act -13, sEH inhibitor 13 and MT1-MMP txn act 1.1.
Screening O=C(NC1CC2CCCC(C1)N2CC(=O)N1CCCc2ccccc21)C1CCCCC1 (stereo not given) returned sEH act 0, sEH inhibitor -2 and MT1-MMP txn act 1.1.
For Cc1ccc(CS(=O)(=O)Cc2ccc(C(=O)NCC3CCCO3)o2)cc1 (stereo not given) the results were sEH act -19, sEH inhibitor 19 and MT1-MMP txn act 1.2.
For COc1cc(C2NC(=O)NC(O)(C(F)(F)F)C2C(=O)c2ccc(Cl)cc2)ccc1O (stereo not given) the results were sEH act 4, sEH inhibitor -4 and MT1-MMP txn act 1.1.
Screening c1ccc(Nc2nc(-c3cccs3)cs2)nc1 returned sEH act 16, sEH inhibitor -18 and MT1-MMP txn act 0.8.
`O=c1c2[nH]c3ccc(Br)cc3c2ncn1CCCn1ccnc1` gave sEH act -18, sEH inhibitor 19 and MT1-MMP txn act 1.1.
Screening Cc1cc(C)nc(SCc2n[nH]c(=S)n2C)n1 returned sEH act 0, sEH inhibitor -1 and MT1-MMP txn act 1.1.
For CC(=O)Nc1nc2ccccc2n1CCN1CCOCC1 the results were sEH act 1, sEH inhibitor -2 and MT1-MMP txn act 1.1.
`COc1cccc(-c2nnc3n2N=C(c2cc(OC)ccc2OC)CS3)c1` gave sEH act 2, sEH inhibitor 0 and MT1-MMP txn act 1.1.
`O=C(C1CC(c2ccc(F)cc2)=NO1)N1CCCCC1` (stereo not given) gave sEH act 10, sEH inhibitor -7 and MT1-MMP txn act 1.1.
For CCOC(=O)N1CCN(Cc2nc(-c3ccc(OC)cc3)no2)CC1 the results were sEH act 4, sEH inhibitor -5 and MT1-MMP txn act 1.1.
Screening CCc1cc(Br)ccc1N1C(=O)C2CC=CCC2C1=O (stereo not given) returned sEH act -6, sEH inhibitor 5 and MT1-MMP txn act 1.1.
CCN(CC)CCNC(=O)CCCNC(=O)Cn1cnc2sc(C)c(C)c2c1=O was read as sEH act 1, sEH inhibitor 1 and MT1-MMP txn act 1.1.
NC(=O)SCC(=O)Nc1ccc(Cl)cc1 was read as sEH act -5, sEH inhibitor 5 and MT1-MMP txn act 1.1.
`CC1Cc2ccccc2N1C(=O)C1CCCN(S(=O)(=O)c2cccc3nsnc23)C1` (stereo not given) gave sEH act -12, sEH inhibitor 12 and MT1-MMP txn act 1.2.
CC(NC(=O)Nc1nnc(C(F)(F)F)s1)N1C(=O)C2C3C=CC(C3)C2C1=O (stereo not given) was read as sEH act 20, sEH inhibitor -16 and MT1-MMP txn act 1.2.
For O=C(NCCCN1CCCC1=O)Nc1ccc(Cl)cc1 the results were sEH act -22, sEH inhibitor 21 and MT1-MMP txn act 1.2.
Screening O=C(NC1CCCCC1)N1CCN(Cc2nc3ccccc3c(=O)[nH]2)CC1 returned sEH act 3, sEH inhibitor -3 and MT1-MMP txn act 1.
Screening CC1(CCc2ccc3c(c2)OCO3)NC(=O)c2ccccc2N1 (stereo not given) returned sEH act -11, sEH inhibitor 14 and MT1-MMP txn act 1.1.
For CCOC(=O)C1CCN(C(=O)COc2ccc(S(=O)(=O)NC(C)C)cc2Cl)CC1 the results were sEH act 26, sEH inhibitor -28 and MT1-MMP txn act 1.
COc1cccc(C2N(c3ccc(Cl)cc3)C(=O)C3CCCN32)c1 (stereo not given) was read as sEH act 9, sEH inhibitor -9 and MT1-MMP txn act 1.2.
Cc1c(NC(=O)c2nn(C)c(=O)c3ccccc23)c(=O)n(-c2ccccc2)n1C was read as sEH act 14, sEH inhibitor -12 and MT1-MMP txn act 0.9.
`CSc1ccccc1N=CC1=C(O)CC(C)(C)CC1=O` gave sEH act 3, sEH inhibitor 0 and MT1-MMP txn act 1.2.
O=C(c1ccco1)N1CCN(c2cc(=O)n(C3CCCCC3)c(=O)[nH]2)CC1 was read as sEH act 7, sEH inhibitor -7 and MT1-MMP txn act 1.3.
For COc1cccc(C(=O)NCC(c2cccnc2)N2CCN(c3ccccc3OC)CC2)c1 (stereo not given) the results were sEH act 0, sEH inhibitor 0 and MT1-MMP txn act 1.
Cc1cccc2cc(C#N)c(SCC(=O)N3CC(=O)Nc4ccccc43)nc12 was read as sEH act -7, sEH inhibitor 7 and MT1-MMP txn act 0.7.
Screening CC(c1ccccc1)C1C(C#N)=C(N)OC2=C1C(=O)CCC2 (stereo not given) returned sEH act 1, sEH inhibitor -1 and MT1-MMP txn act 1.
Screening Cn1c(=O)c2c(nc(NCCCN3CCOCC3)n2Cc2ccc(Cl)c(Cl)c2)n(C)c1=O returned sEH act -3, sEH inhibitor 1 and MT1-MMP txn act 1.
For Cc1nn(-c2nc3ccccc3s2)c(N)c1-c1ccc(Cl)cc1 the results were sEH act -2, sEH inhibitor -2 and MT1-MMP txn act 1.6.
`COCC(=O)Nc1nc(-c2ccccc2)ns1` gave sEH act -6, sEH inhibitor 9 and MT1-MMP txn act 1.
`Cc1nc(Nc2nc(=O)c3ccccc3n2C)nc2c(C)cccc12` gave sEH act 5, sEH inhibitor -2 and MT1-MMP txn act 1.3.
CCC(C)Oc1ccccc1C1CC(=O)NC2=C1C(=O)CCC2 (stereo not given) was read as sEH act 2, sEH inhibitor -2 and MT1-MMP txn act 1.2.
`Cc1ccc(CS(=O)(=O)Cc2ccc(C(=O)NCc3ccco3)o2)cc1` gave sEH act -3, sEH inhibitor 3 and MT1-MMP txn act 1.
Brc1ccccc1-c1nnc(COc2ncnc3c2cnn3-c2ccccc2)o1 was read as sEH act -12, sEH inhibitor 12 and MT1-MMP txn act 1.
Screening Nc1nonc1C(=O)NCCNC(=O)c1ccccc1F returned sEH act 4, sEH inhibitor -6 and MT1-MMP txn act 1.1.
For CC1=Nn2c(nnc2-c2cc(-c3ccccc3)n[nH]2)SC1 the results were sEH act 6, sEH inhibitor -3 and MT1-MMP txn act 1.1.
For O=C(c1cccnc1)N1CCc2ccccc2C1 the results were sEH act -11, sEH inhibitor 12 and MT1-MMP txn act 1.2.
O=C(CS(=O)(=O)c1cn(Cc2cccc(F)c2)c2ccccc12)N1CCCCC1 was read as sEH act -6, sEH inhibitor 4 and MT1-MMP txn act 1.1.
Screening COc1ccc(S(=O)(=O)NCC2CCC(C(=O)N3CCC4(CC3)OCCO4)CC2)cc1 (stereo not given) returned sEH act -4, sEH inhibitor 2 and MT1-MMP txn act 1.
Screening CN(C)c1ccc(N=Cc2nc(-c3ccccc3)oc2O)cc1 returned sEH act 6, sEH inhibitor -8 and MT1-MMP txn act 1.
Fc1ccc(OCCOCCNCC2CCCO2)cc1 (stereo not given) was read as sEH act 9, sEH inhibitor -9 and MT1-MMP txn act 1.1.
`CCOC(=O)Cn1c(CN(C)Cc2ccccc2)nc2c1c(=O)n(C)c(=O)n2C` gave sEH act -3, sEH inhibitor 5 and MT1-MMP txn act 1.1.
O=C(Cn1c(=O)c2c(ncn2Cc2ccccc2)n(Cc2ccccc2)c1=O)N1CCCC1 was read as sEH act 8, sEH inhibitor -8 and MT1-MMP txn act 1.
For O=C1CC(Sc2nnnn2C2CCCCC2)C(=O)N1c1ccccc1 (stereo not given) the results were sEH act 0, sEH inhibitor -4 and MT1-MMP txn act 1.1.
`CN1CCN(c2ccccc2NC(=O)C(Cc2ccccc2)n2cccc2)CC1` (stereo not given) gave sEH act 6, sEH inhibitor -6 and MT1-MMP txn act 1.2.
For CCOC(=O)C1CCN(Cc2ccc(F)cc2)CC1 the results were sEH act 5, sEH inhibitor -5 and MT1-MMP txn act 1.2.
Screening CCCCC(NC(C)=O)c1nc2ccccc2n1CCC (stereo not given) returned sEH act 15, sEH inhibitor -12 and MT1-MMP txn act 1.
`CCCn1c(C(C)NC(=O)c2ccccc2)nc2ccccc21` (stereo not given) gave sEH act -11, sEH inhibitor 10 and MT1-MMP txn act 1.
For CCOC(=O)C(C)Sc1nc2c([nH]c3ccccc32)c(=O)n1C (stereo not given) the results were sEH act -21, sEH inhibitor 24 and MT1-MMP txn act 1.6.
For CC1=C(C(N)=O)C(c2cccs2)n2nc(-c3cccc(C)c3)nc2N1 (stereo not given) the results were sEH act -8, sEH inhibitor 10 and MT1-MMP txn act 1.2.
`O=C(c1ccco1)N1c2ccccc2Sc2ccccc21` gave sEH act 1, sEH inhibitor 2 and MT1-MMP txn act 1.2.
`O=C(Nc1ccc(Br)cc1F)c1ccncc1` gave sEH act -16, sEH inhibitor 15 and MT1-MMP txn act 1.2.
`Cn1c(=O)c2c(nc(NC3CCCCC3)n2CC(=O)C23CC4CC(CC(C4)C2)C3)n(C)c1=O` gave sEH act 8, sEH inhibitor -5 and MT1-MMP txn act 1.2.
COc1cccc(C2=CC(c3ccccc3)n3ncnc3N2)c1 (stereo not given) was read as sEH act 2, sEH inhibitor -4 and MT1-MMP txn act 1.2.
COc1ncnc2sc3c(c12)CCCC3 was read as sEH act -3, sEH inhibitor 5 and MT1-MMP txn act 1.
Cc1ccnc(NS(=O)(=O)c2ccc(NS(=O)(=O)c3cccs3)cc2)n1 was read as sEH act 2, sEH inhibitor 1 and MT1-MMP txn act 1.1.
For CS(=O)(=O)NCCCc1ccccc1 the results were sEH act 4, sEH inhibitor -6 and MT1-MMP txn act 1.6.
For O=C(Cc1ccc(Cl)cc1)Nc1cccc(-c2nnc(-c3ccco3)o2)c1 the results were sEH act 4, sEH inhibitor -5 and MT1-MMP txn act 1.
`COCCNC(=O)CSCc1nc(-c2ccc(SC)cc2)oc1C` gave sEH act -2, sEH inhibitor 4 and MT1-MMP txn act 1.2.
Cn1nnnc1Sc1ncnc2scc(-c3ccc(F)cc3)c12 was read as sEH act -1, sEH inhibitor 2 and MT1-MMP txn act 0.9.
For CCOC(=O)N1CCN(CC(O)COCC2=CCC3CC2C3(C)C)CC1 (stereo not given) the results were sEH act 4, sEH inhibitor -3 and MT1-MMP txn act 1.
For O=C(NCc1ccco1)c1ccc2snnc2c1 the results were sEH act -10, sEH inhibitor 13 and MT1-MMP txn act 1.1.
Screening CCc1ccc(NC(=O)NCCN2CCc3ccccc3C2)cc1 returned sEH act -40, sEH inhibitor 42 and MT1-MMP txn act 1.2.
COc1cc2c(cc1O)C(SC)=NC(C)(C)C2 was read as sEH act -7, sEH inhibitor 5 and MT1-MMP txn act 0.8.
For CCC(=O)OCC(=O)c1c(N)n(Cc2ccccc2)c(=O)n(C)c1=O the results were sEH act 3, sEH inhibitor -3 and MT1-MMP txn act 1.
For CCSC1=N/C(=C\c2ccc3c(c2)OCO3)C(=O)S1 the results were sEH act 5, sEH inhibitor -1 and MT1-MMP txn act 1.1.

As a short view, part of the list above.
`O=C(c1ccco1)N1c2ccccc2Sc2ccccc21` gave sEH act 1, sEH inhibitor 2 and MT1-MMP txn act 1.2.
`O=C(Nc1ccc(Br)cc1F)c1ccncc1` gave sEH act -16, sEH inhibitor 15 and MT1-MMP txn act 1.2.
`Cn1c(=O)c2c(nc(NC3CCCCC3)n2CC(=O)C23CC4CC(CC(C4)C2)C3)n(C)c1=O` gave sEH act 8, sEH inhibitor -5 and MT1-MMP txn act 1.2.
COc1cccc(C2=CC(c3ccccc3)n3ncnc3N2)c1 (stereo not given) was read as sEH act 2, sEH inhibitor -4 and MT1-MMP txn act 1.2.
COc1ncnc2sc3c(c12)CCCC3 was read as sEH act -3, sEH inhibitor 5 and MT1-MMP txn act 1.
Cc1ccnc(NS(=O)(=O)c2ccc(NS(=O)(=O)c3cccs3)cc2)n1 was read as sEH act 2, sEH inhibitor 1 and MT1-MMP txn act 1.1.
For CS(=O)(=O)NCCCc1ccccc1 the results were sEH act 4, sEH inhibitor -6 and MT1-MMP txn act 1.6.
For O=C(Cc1ccc(Cl)cc1)Nc1cccc(-c2nnc(-c3ccco3)o2)c1 the results were sEH act 4, sEH inhibitor -5 and MT1-MMP txn act 1.
`COCCNC(=O)CSCc1nc(-c2ccc(SC)cc2)oc1C` gave sEH act -2, sEH inhibitor 4 and MT1-MMP txn act 1.2.
Cn1nnnc1Sc1ncnc2scc(-c3ccc(F)cc3)c12 was read as sEH act -1, sEH inhibitor 2 and MT1-MMP txn act 0.9.
For CCOC(=O)N1CCN(CC(O)COCC2=CCC3CC2C3(C)C)CC1 (stereo not given) the results were sEH act 4, sEH inhibitor -3 and MT1-MMP txn act 1.
For O=C(NCc1ccco1)c1ccc2snnc2c1 the results were sEH act -10, sEH inhibitor 13 and MT1-MMP txn act 1.1.
Screening CCc1ccc(NC(=O)NCCN2CCc3ccccc3C2)cc1 returned sEH act -40, sEH inhibitor 42 and MT1-MMP txn act 1.2.
